# V-ATPase pH = yeast V-ATPase proton transport regulation by pHLuorin; S. cerevisiae, pHLuorin cytosolic pH fluorescence; response, % at 10 µM; 350,000 tested, 0.37% active; in the data active = response mostly above about 7.3%, no sharp cut-off; inactive = mostly below about 5.4%; also: actives read high; inactives centre near 0; some compounds called inactive have numbers as strong as hits; reference of the scale not given here
# dFosB act = enhances mouse delta FosB homodimer DNA binding; P13346; purified delta FosB, TAMRA-CDK5 oligo fluorescence polarization; percent of positive-control signal above neutral wells; activation, % at 25 µM; 340,000 tested, 0.99% active;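 active = mean activation above about 17%, with every replicate also reaching it, limit read from the data, passing the limit was not always enough; inconclusive = only one of the two conditions met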;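 also: fluorescence polarization rise as delta FosB binds a TAMRA Cdk5 AP-1 oligo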
# Target sequence (P13346 whole entry, looked up): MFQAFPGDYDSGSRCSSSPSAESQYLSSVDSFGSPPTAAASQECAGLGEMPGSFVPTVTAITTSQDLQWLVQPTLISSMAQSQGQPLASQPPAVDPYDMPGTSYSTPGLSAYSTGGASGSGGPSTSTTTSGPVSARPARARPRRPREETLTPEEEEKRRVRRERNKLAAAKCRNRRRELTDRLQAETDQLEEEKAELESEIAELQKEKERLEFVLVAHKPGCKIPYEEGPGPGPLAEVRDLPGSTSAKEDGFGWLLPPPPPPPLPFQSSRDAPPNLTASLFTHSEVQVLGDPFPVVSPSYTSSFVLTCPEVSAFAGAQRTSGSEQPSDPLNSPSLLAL
# CAL PDZ FP-1 = inhibitors of human CAL PDZ peptide binding | Q9HD26 | purified CAL PDZ, TMR-peptide fluorescence polarization, 1 h | inhibition, % at 24.9 µM | 300,000 tested, 0.92% active | AID 602252;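 active = mean inhibition of at least 30% with at least half of replicates also reaching 30%; inconclusive = no clear call, values can overlap the other calls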;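 also: 0% = DMSO neutral control and 100% = excess unlabeled competitor peptide PRC23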
# CDK5 p35 inh = inhibitors of human CDK5/p35 kinase. Q00535+Q15078. Recombinant CDK5/p35, ADP-Glo luminescence, 60 min. inhibition, % at 10 µM. 330,000 tested, 0.01% active. AID 488839;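 active = highest replicate inhibition of at least 50% and at least 75% of replicates reaching 50%; inconclusive = only one of the two criteria met; inactive = both criteria failed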;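 also: plate controls were DMSO neutral control for no effect and GW8510 at 10 µM for full effect; many of its hits are not listed in these tables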
# Target sequence (Q00535 whole entry, looked up): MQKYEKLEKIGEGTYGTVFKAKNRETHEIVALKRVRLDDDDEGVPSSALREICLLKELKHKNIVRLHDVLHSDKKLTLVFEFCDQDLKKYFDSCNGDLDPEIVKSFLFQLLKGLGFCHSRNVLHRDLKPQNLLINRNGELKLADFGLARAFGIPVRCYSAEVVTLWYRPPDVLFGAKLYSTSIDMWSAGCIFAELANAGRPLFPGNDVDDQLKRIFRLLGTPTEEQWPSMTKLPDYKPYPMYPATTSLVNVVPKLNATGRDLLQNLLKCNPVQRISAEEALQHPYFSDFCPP
# Target sequence (Q15078 whole entry, looked up): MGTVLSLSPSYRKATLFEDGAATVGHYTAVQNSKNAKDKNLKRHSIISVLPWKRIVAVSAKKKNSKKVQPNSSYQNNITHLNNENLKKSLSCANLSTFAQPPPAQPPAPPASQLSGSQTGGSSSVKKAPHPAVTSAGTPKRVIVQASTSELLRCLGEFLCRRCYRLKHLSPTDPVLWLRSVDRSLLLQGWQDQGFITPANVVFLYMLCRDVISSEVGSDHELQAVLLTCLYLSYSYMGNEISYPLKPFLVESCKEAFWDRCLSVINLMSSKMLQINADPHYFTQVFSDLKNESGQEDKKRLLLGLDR
# CAL PDZ FP-2 = inhibitors of human CAL PDZ peptide binding | Q9HD26 | purified CAL PDZ, TMR-peptide fluorescence polarization, 1 h | inhibition, % at 20 µM | 330,000 tested, 0.02% active | AID 504414;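 active = highest replicate inhibition of at least 40%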;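 also: plate controls were DMSO neutral control wells for no effect and unlabeled competitor peptide control wells for full effect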
#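 Material: tagged CAL PDZ domain; buffer or medium: 25 mM sodium phosphate pH 7.4, 150 mM NaCl, TCEP, IgG, Thesit; compound dosing: single point, 20 µM; schedule: 1 h incubation at room temperature before polarization reading; measured by: FP readout, S and P plane fluorescence; read-out basis: percent inhibition from loss of millipolarization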
# Rtt109 HAT inh = inhibitors of Candida albicans Rtt109/Vps75 histone acetyltransferase; Q5AAJ8; purified Rtt109/Vps75, ThioGlo CoA-SH fluorescence, 4 h; inhibition, % at 34.9 µM; 330,000 tested, 0.16% active; AID 540336;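 active = inhibition of at least 50% in every replicate; inconclusive = best replicate reaches 50% inhibition but some replicates fall short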
# MITF act = MITF TRPM1 promoter activation in melanoma cells; 300,000 tested, 0.75% active; SK-MEL-5 TRPM1-promoter luciferase, 24 h; % of positive control, neutral wells = 0; activation, % at 12.5 µM;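 active = mean activation of at least 80% with every replicate also reaching 80%; inconclusive = mean reaches 80% but some replicate falls short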;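 also: 0% = neutral control wells and 100% = parthenolide positive control wells; values of inactives mirror those of a sister screen read the other way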
# Tat transport = blocks Tat-dependent protein export in E. coli; E. coli MC4100 TorA-mCherry Tat export, fluorescence; inhibition, % at 10 µM; 340,000 tested, 0.036% active; AID 488895;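 active = mean replicate inhibition at least 50% and at least half of replicates individually reaching 50%; inconclusive = only one of the two criteria met; inactive = neither criterion met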;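 also: exported cargo escapes ClpAP degradation while cytoplasmic cargo is degraded and loses fluorescence; 0% = median of neutral control wells and 100% = median of NaSCN control wells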
# cardiac RTF act = increases calcium sensitivity of human cardiac regulated thin filaments; IANBD-labeled TnC RTF fluorescence at EC20 calcium; 0% EC20 calcium, 100% full calcium; activation, % at 7.2 µM; 340,000 tested, 0.24% active;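 active = activation above the mean over all tested compounds plus 3 SD, cut at about 30% in these data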;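 also: rise in fluorescence read as greater calcium sensitivity of cardiac thin filaments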
# Wnt bcat act = Wnt/beta-catenin pathway activation | Wnt/beta-catenin reporter cell assay, activator, plate reader | activation, % at 9.35 µM | 300,000 tested, 1.2% active; in the data active = activation above about 30%, passing the limit was not always enough; inconclusive = no clear call, values can overlap the other calls;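 also: 0% = neutral control wells and 100% = positive control wells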
# * = called active by the depositor; ? = inconclusive; . = not tested or not shown. The order is random; overall some 4.1% were active at least once.
# Under each structure – cardiac RTF act, dFosB act, Tat transport, MITF act, Rtt109 HAT inh, V-ATPase pH, Wnt bcat act, CAL PDZ FP-1, CAL PDZ FP-2, CDK5 p35 inh
O=c1c2sc3nc(N4CCOCC4)c4c(c3c2ncn1C(c1ccccc1)c1ccccc1)CCCC4
  2, 0, 1, -1, -2, -2, 3, 1, -0.8, 0.1
C[C@]12c3[nH]c4cc(-c5ccco5)ccc4c3CCN1C(=O)[C@@H](CC(=O)NCc1ccco1)C[C@@H]2C(=O)N1CCCCC1
  -2, -16, 5, -12, 3, 0, -1, 7, -0.7, -0.3
CCN(C(=O)CSc1ccc2c(c1)OCCO2)C1CCS(=O)(=O)C1 (stereo unspecified)
  4, 1, -1, ., ., -1, 0, -5, -0.3, 0.8
COC(=O)c1cc(OC)nc(OC)c1
  -3, -2, 1, ., -7, 0, 7, 7, -0.8, 0.3
CCOc1ccccc1NC(=O)CN(C)S(=O)(=O)c1cnc[nH]1
  8, -4, -4, -8, -5, 0, -1, 5, -0.9, -2.2
COc1ccc(NC(=O)NCCCN2CCN(c3cc(C)ccc3C)CC2)cc1
  4, -4, -1, -5, 6, -1, -14, 0, 0.0, 0.4
CCCC(=O)NC(c1ccccc1Cl)c1c(O)ccc2ccccc12 (stereo unspecified)
  -1, 8, 3, -3, -27, -3, ., -3, -1.2, 0.4
COc1ccc(NS(=O)(=O)c2cccc(C(=O)NN=Cc3cc(Br)c(O)c(Br)c3)c2)cc1
  -4, ?, -13, 3, -3, 0, -2, 0, -0.4, -0.9
O=C(Nc1ccc2[nH]ncc2c1)C1CCC1
  4, 2, -6, ., -3, 0, 1, 0, 0.3, 4.4
CCN(CC(=O)NCc1ccc(Cl)cc1)C(=O)COc1cccc(C(F)(F)F)c1
  -5, -15, -3, 4, 9, -4, -2, ., -0.4, 1.9
O=C(COC(=O)C1CCN(S(=O)(=O)c2cccc3cccnc23)CC1)c1ccc(F)cc1
  6, -3, 11, 4, 0, 2, ., -10, -2.1, -2.1
O=C1C2C3c4ccccc4C(c4ccccc43)C2C(=O)N1Cc1cccnc1 (stereo unspecified)
  1, 1, -3, 9, -4, 0, 2, -3, -1.4, -1.5
O=C(Nc1ccc2c(c1)CCCN2C(=O)c1ccco1)c1cc([N+](=O)[O-])ccc1Cl
  0, -3, -5, -8, -6, -2, -4, 5, 0.3, -2.1
COc1cc(C)c(CN2CCN(C(C)C(=O)NC(C)c3ccccc3)CC2)cc1OC (stereo unspecified)
  -3, -16, 1, -3, 6, -2, 0, -7, 0.7, 0.0
O=C(c1ccc(F)cc1)c1ccc(-c2ccc(F)cc2)nc1
  2, 5, 10, 68, -3, -2, 5, -5, 0.1, 4.6
NC(=O)/C(=C\c1ccncc1)c1cccc2ccccc12
  -5, -1, -2, -7, -4, -1, -1, 74*, -0.7, 1.2
O=C(Nc1nc2c(Cl)cccc2s1)c1ccc([N+](=O)[O-])o1
  0, 5, -28, -2, -2, -1, -1, -7, ., 2.0
CCN1C(=O)c2ccccc2S(=O)c2ccc(C(=O)N3CCCCCC3)cc21 (stereo unspecified)
  2, -9, 2, -5, -10, 3, 0, -4, 0.4, -0.5
CC1CC(C)CN(CC(=O)NCCc2ccc(S(N)(=O)=O)cc2)C1 (stereo unspecified)
  5, -3, -3, -8, -6, 0, 0, 2, -1.1, -0.7
CCCCn1c(=O)[nH]c(=O)c2c1nc(-c1cccc(OC)c1)n2C
  0, -16, -7, -9, -1, 4, 1, ., -4.9, 0.9
Cc1nc2cc(-c3cccc(F)c3)nn2c(C)c1CCC(=O)NC(C)CCc1ccco1 (stereo unspecified)
  -3, -16, -4, -53, -3, 3, ., 0, 0.6, -1.1
Cc1ccc(C(=O)NCC(=O)OC(C)C(=O)NCCC2=CCCCC2)cc1C (stereo unspecified)
  8, 3, -4, 7, 11, -3, 1, -7, -0.1, -0.7
CN(C(=O)COC(=O)c1ccc(-c2ccc(O)cc2)cc1)C1CCS(=O)(=O)C1 (stereo unspecified)
  1, 12, -1, 6, -5, -2, 13, 1, -1.6, 0.5
COc1ccc(-c2nnc(-c3cc(OC)c(OC)c(OC)c3)o2)cc1OC
  -8, -36, -2, 2, -13, 2, ., -9, ., 1.5
COc1ccc(C/C(C)=N/NC(=S)Nc2ccc(Cl)cc2)cc1
  -5, -2, -4, 2, 39, 0, 10, -4, -1.7, -2.6
COc1ccc(-c2c(-c3cc(OC)cc(OC)c3)sc3ccc(OC)cc23)cc1
  -7, 7, -3, -4, -5, 1, -3, -1, -0.3, 1.0
N#CC1=C(N)Oc2cc(N)ccc2C1c1cccc(Br)c1 (stereo unspecified)
  -6, -7, -2, ., 4, -7, -2, -7, -0.3, 0.4
CC(C)CNC(=O)C(=O)N/N=C/c1cccs1
  -3, -3, 6, -5, -6, 0, 9, 1, -0.2, 1.4
CC1CCCC(NC(=O)CCNC(=O)c2ccc(Br)cc2)C1C (stereo unspecified)
  0, -10, 15, 16, -2, 0, 11, -4, -2.6, 0.9
CC1=CC(c2ccccc2)n2nnnc2N1 (stereo unspecified)
  1, 13, 2, ., -6, -4, 3, ., -0.1, 1.5
CC(C)(C)c1ccc(COC(=O)CN2C(=O)NC3(CCCC3)C2=O)cc1
  -9, -8, 3, 1, 0, 1, -1, -4, -2.5, 0.9
CCCc1nc(SCC(=O)N2CCc3ccccc3C2)c2ccccc2n1
  4, -19, 4, -8, -3, 6, 0, -3, -2.2, -1.8
Cc1ccccc1OCCSc1nnc(C)n1-c1ccccc1
  4, -5, 3, ., ., 8, ., -1, -0.7, -0.3
CC(=O)N(c1cccc(Br)c1)C1C=CS(=O)(=O)C1 (stereo unspecified)
  0, -2, 0, -11, -8, 1, ., -2, -2.4, 1.3
COc1cc(NC(=S)Nc2ccccn2)c(OC)cc1Cl
  1, -6, -3, -8, -2, -3, 2, -7, -0.7, 0.8
CCN1CCC[C@H]1CNC(=O)c1c(OC)ccc(Br)c1OC
  0, -6, 0, -1, 7, -3, -2, -3, -1.0, -0.1
COc1ccc(S(=O)(=O)NCCC(=O)NC2CCCCC2C)cc1[N+](=O)[O-] (stereo unspecified)
  0, -15, 4, -13, -3, -3, -4, -3, -0.7, -2.1
Cc1ccccc1N/C(=C(/C(Cl)=C(Cl)Cl)[N+](=O)[O-])n1nnc2ccccc21
  6, -5, 4, -27, 0, -1, 4, -2, 0.0, 2.7
O=C(CCS(=O)(=O)c1ccccc1)N(CCCN1CCOCC1)c1nc2ccc(F)cc2s1
  3, -7, 3, 31, -1, -2, 10, 4, -0.1, -0.2
Cc1ccc(NC(=O)CN2C(=O)S/C(=C/c3ccc(-c4cc(C(=O)O)ccc4C)o3)C2=O)cc1C
  15, -6, -8, ., -8, 2, -4, 1, -2.3, -0.1
C=CCNc1nc(N)c(C(=O)Nc2cc(C)on2)s1
  -5, -1, 9, 55, 1, -1, ., -1, -1.9, 3.5
CC(/C=N/n1c(-c2n[nH]c3c2CCC3)n[nH]c1=S)=C\c1ccco1
  4, -4, 4, ., 7, 5, -1, 4, -1.3, 5.1
CCOC(=O)c1cccc(NC(=O)C2CCN(S(=O)(=O)c3cccs3)CC2)c1
  4, -7, -1, -11, 8, -3, -2, ., -1.7, 1.0
COc1ccc(S(=O)(=O)Nc2cccc(-c3ccc(N4CCCCCC4)nn3)c2)c(OC)c1
  -7, -8, 2, 23, -5, 0, 0, -4, -3.4, -0.6
O=C(N/N=C/c1c[nH]c2ccccc12)c1ccccc1
  1, -2, 1, ., 3, -1, 6, 37*, -0.2, 0.4
CCOC(=O)NNC(=O)C12CC3CC(CC(C3)C1)C2
  6, -4, -3, -2, 17, 3, -2, 8, -0.3, -0.7
Fc1ccc2nc(N3CCCC3)sc2c1
  -1, -6, 7, 156*, -3, -1, 0, -5, 14, 1.2
COc1ccc(C)cc1NC(=O)CN(C)S(=O)(=O)c1cnc[nH]1
  -7, -2, -9, -7, -4, -3, 2, 0, 0.1, -0.1
Cc1ccc(C)c(OCC(=O)N2CCc3ccccc3C2)c1
  -4, -3, 0, 20, 1, 1, 4, -1, -1.6, -1.5
N#C/C(=C\c1ccc(OC(=O)c2ccc(Br)s2)cc1)c1nc2ccccc2[nH]1
  11, -20, -12, 63, 8, -19, ., 0, 0.7, -0.9
O=C(COC(=O)c1cccnc1Cl)c1ccc(Cl)s1
  -5, -10, -3, -5, 10, -1, 9, ., -1.5, -0.6
COc1cccc(N2CCN(C(=O)c3cc4c(s3)-c3ccccc3OC4)CC2)c1
  1, 1, 0, ., 3, -1, 1, -1, 0.0, 0.8
CCc1cccc(C)c1N=Cc1c(O)c2ccccc2oc1=O
  -10, -14, 3, -7, -1, 0, -2, -15, ., -0.3
CS(=O)(=O)N1CCN(c2ccccc2NC(=O)c2ccc3c(c2)OCCO3)CC1
  -5, -5, -3, 8, -3, 0, -3, -4, -2.8, -0.5
CCOC(=O)C1CCN(C(=O)CN2C(=O)CSc3ccc(S(=O)(=O)N4CCOCC4)cc32)CC1
  2, -2, 3, 5, -20, 0, 0, -2, -1.0, -0.3
COc1ccc(CCC(=O)Nc2nc(C)c(C(=O)N(C)C)s2)cc1
  -2, 3, 3, -1, 1, 5, -1, -1, -2.3, 0.2
COc1ccc(C(C)=O)cc1COc1cccc2cccnc12
  -2, -10, 6, 2, 7, 0, 0, ., -1.0, 0.1
CCOC(=O)NC(=O)COC(=O)c1ccc(O)cc1
  1, 9, 0, -4, -3, 2, -3, 0, -0.1, 0.5
O=C(Cc1ccc(F)cc1)N/N=C/c1ccc(-c2ccc(Cl)c(C(=O)O)c2)o1
  9, -3, 16, 2, 23, 1, -1, -3, -9.0, -4.1
CCOC(=O)[C@H]1[C@H]2COc3ccc(Br)cc3[C@@H]2N2C(=O)[C@H](C)NC(=O)[C@@]12C
  2, -5, 8, -2, 5, 1, 1, 2, -2.4, 1.1

# The list continues.
# Under each structure – cardiac RTF act, dFosB act, Tat transport, MITF act, Rtt109 HAT inh, V-ATPase pH, Wnt bcat act, CAL PDZ FP-1, CAL PDZ FP-2, CDK5 p35 inh
O=[N+]([O-])c1ccc(N2CCCC2)nc1N1CCCC1
  -3, -4, 3, ., 15, 7, 0, -1, 0.9, -0.6
CCN(c1ccccc1)S(=O)(=O)c1cc(C(=O)Oc2ccc3c(C)cc(=O)oc3c2)ccc1C
  -6, -10, 0, -8, 5, -2, -4, -6, -0.4, -0.9
N#Cc1c2n(c(=S)n(-c3ccc(OC(F)F)cc3)c1=O)CCCCC2
  2, -8, 6, -5, ., -2, -1, -8, -0.7, -0.6
O=C1Nc2cc(Cl)c(Cl)cc2N(O)N1c1cc(Cl)cc(Cl)c1
  -10, -9, 3, -7, -4, 1, ., -4, -3.4, 1.7
Cc1cccc(C(=O)Nc2nnc(-c3ccncc3)o2)c1
  3, -3, -3, -2, 0, 2, 0, 4, 0.0, -0.7
COCCn1c(SCC(=O)Nc2cc(C)on2)nc2c(c1=O)SCC2
  5, 3, -1, 2, -13, -1, -5, -5, -0.1, 1.9

# Screening results as filed in PubChem.
